GSIS activator: GLuc luminescence reporter in INS-1E cells, primary screen for activators of glucose-dependent secretion of insulin; INS-1E GLuc reporter insulin secretion, 2-3 h; activation, % at 16.6 µM; 370,000 tested, 0.61% active; AID 743287, 2014;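 active = lowest replicate activation of at least 40%, so every replicate reaches that level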;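 note: 0% = median of neutral control wells and 100% = median of IBMX positive control wells; some compounds called inactive have numbers as strong as hits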
ERAP1 HTS inh: human ERAP1 aminopeptidase inhibitors, primary screen, biochemical, single point, plate reader. Endoplasmic reticulum aminopeptidase 1 (Homo sapiens), Q9NZ08. recombinant ERAP1, Leu-AMC fluorescence, 60 min. inhibition, % at 10.7 µM. 340,000 tested, 0.15% active. AID 652197, 2013;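 active = mean replicate inhibition of at least 30%, or all replicates individually reaching that 30% level; inactive = mean below 30% and not every replicate reaching it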;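 note: 0% = neutral control wells and 100% = L-leucinethiol positive control wells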
Target sequence (Q9NZ08 whole entry, looked up): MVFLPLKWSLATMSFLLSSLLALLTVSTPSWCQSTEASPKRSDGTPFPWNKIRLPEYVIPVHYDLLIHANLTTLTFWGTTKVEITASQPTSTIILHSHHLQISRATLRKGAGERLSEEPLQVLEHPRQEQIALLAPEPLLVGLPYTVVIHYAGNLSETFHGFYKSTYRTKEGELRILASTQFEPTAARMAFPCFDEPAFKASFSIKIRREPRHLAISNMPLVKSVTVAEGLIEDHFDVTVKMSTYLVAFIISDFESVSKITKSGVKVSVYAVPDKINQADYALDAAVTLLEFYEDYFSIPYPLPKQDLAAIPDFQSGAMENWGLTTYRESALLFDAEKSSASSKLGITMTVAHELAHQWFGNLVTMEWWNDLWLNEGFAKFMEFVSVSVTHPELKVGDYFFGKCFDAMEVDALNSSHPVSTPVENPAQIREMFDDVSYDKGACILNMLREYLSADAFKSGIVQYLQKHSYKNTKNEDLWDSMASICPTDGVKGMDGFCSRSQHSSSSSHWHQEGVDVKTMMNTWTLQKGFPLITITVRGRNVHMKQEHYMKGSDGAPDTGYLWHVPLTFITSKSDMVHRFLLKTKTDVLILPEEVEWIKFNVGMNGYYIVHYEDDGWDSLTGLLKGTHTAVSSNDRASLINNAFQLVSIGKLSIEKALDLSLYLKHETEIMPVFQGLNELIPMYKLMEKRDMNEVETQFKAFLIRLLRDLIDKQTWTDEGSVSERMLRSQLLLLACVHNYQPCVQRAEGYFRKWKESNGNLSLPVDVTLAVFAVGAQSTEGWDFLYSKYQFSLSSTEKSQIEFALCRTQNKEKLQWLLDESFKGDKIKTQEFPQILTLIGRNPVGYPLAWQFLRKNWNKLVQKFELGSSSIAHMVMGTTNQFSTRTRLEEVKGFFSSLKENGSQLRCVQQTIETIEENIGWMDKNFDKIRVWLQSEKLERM
RAD54 inh: inhibitors of human RAD54 branch migration, primary screen, biochemical, fluorescence, single point; inhibition, % at 10.4 µM; 360,000 tested, 0.14% active; DNA repair and recombination protein RAD54-like (Homo sapiens), Q92698; RAD54 Holliday junction branch migration, FAM/BHQ fluorescence;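 active = mean normalized replicate activity at least 40 and at least half of replicates scoring 40 or more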;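 note: 0% = median of neutral control wells and 100% = median of positive control wells; inhibitors cause a drop in the FAM fluorescence signal; in these data hits start at about 50%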
ARNT TACC3 PPI: disruptors of ARNT/TACC3 protein interaction, primary screen, biochemical, AlphaScreen, single concentration; 390,000 tested, 0.66% active; AID 623870, 2012; inhibition, % at 9.99 µM; AlphaScreen His-ARNT PAS-B/GST-TACC3 binding, luminescence; TACC3 fragment carries E629A point mutation;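 active = mean inhibition of replicates at least 50% and at least half of replicates each reaching 50%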;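 note: 0% = complete ARNT plus TACC3 wells and 100% = ARNT alone without TACC3; many hits fall short of the cut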
CFTR F508del cor: F508del CFTR correction, initial screen, CFBE line, single point. CFBE cells, YFP halide quenching; stimulated with forskolin plus potentiator P3; % fluorescence drop versus neutral controls. activity (quench increase), % at 7.58 µM. 350,000 tested, 0.36% active. AID 720511, 2013;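 active = mean added fluorescence quench of at least 8% versus neutral control, with both replicates also reaching 8%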;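 note: cells transiently co-express mutant CFTR-F508del with the halide-sensitive YFP; corrector assay measuring rescue of mutant channel to the surface after 24 h compound exposure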
RAD52 anneal inh: RAD52 DNA annealing inhibitors, primary screen, biochemical, FRET, single point, set 2. DNA repair protein RAD52 homolog (Homo sapiens), P43351. recombinant RAD52 DNA annealing, FRET fluorescence. inhibition, % at 18.7 µM. 360,000 tested, 0.46% active. AID 651710, 2012;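 active = every replicate showing at least 50% inhibition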
Xi reactivation: activators of inactive X chromosome reactivation, primary screen, imaging, XiGFP fibroblasts, GFP high-content imaging, set 2; activation, % at 7.58 µM; 360,000 tested, 0.055% active; XiGFP mouse fibroblasts, % GFP-positive cells imaging, 3 d; cells co-treated with 5-aza-dC sensitizer; scaled so ellipticine positive control = 100%;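 active = mean normalized replicate activation at least 10% and every replicate at or above 10%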;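 note: 0% = median of on-plate neutral control wells and 100% = ellipticine 6 µM median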
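System: SV40-immortalized XiGFP fibroblast cells, line 68-5-11 / Incubation: 3-day compound exposure, then 15 min fixation at room temperature / Compound: single concentration per compound, delivered by pin transfer / Buffer or medium: DMEM plus 5-aza-dC sensitizer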
esBAF inh: Bmi1 luciferase reporter increase in mESCs, primary screen, esBAF inhibitor project, mouse ES cells, Bmi1 luciferase knock-in, single point; 24 h; 100% = twice the neutral-well signal; reporter increase, % at 12.5 µM; 350,000 tested, 2% active; AID 602393, 2012; in the data active = activation above about 40%;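 note: 0% = median of the plate's neutral control wells and 100% = double that signal; a rise in the Bmi1 reporter signal indicates esBAF inhibition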
* hit, by the source's call; / = no result given; & = joins results of further samples.

SMILES	GSIS activator	ERAP1 HTS inh	RAD54 inh	ARNT TACC3 PPI	CFTR F508del cor	RAD52 anneal inh	Xi reactivation	esBAF inh
COc1ccccc1NC(=O)CCc1nnc2ccc(N3CCN(C)CC3)nn12	8	-3	19	1	-1.2	-21	0.0	1
Cc1ccc(S(=O)(=O)N(C)C[C@H]2Oc3ccc(NC(=O)Cc4cn(C)c5ccccc45)cc3CC(=O)N([C@@H](C)CO)C[C@H]2C)cc1	-1	2	-1	17	3.9	15	0.0	3
C[C@@H]1CN([C@@H](C)CO)C(=O)c2ccccc2-c2ccccc2CO[C@@H]1CN(C)Cc1ccccc1C(F)(F)F	-5	-3	/	/	-1.4	4	0.0	/
CC1CCCCN1CCCNC(=O)c1cc(Br)c(Br)[nH]1 (configuration not stated)	/	-2	/	-1	2.0	-2	0.0	/
COc1ccc(C(C)=O)cc1Cn1c(C)c(C(=O)NCc2ccc(C(C)C)cc2)sc1=O	-21	-2	-11	/	1.1	-14	0.6	-3
C[C@H]1CN([C@@H](C)CO)C(=O)c2cc(NS(C)(=O)=O)ccc2O[C@H]1CN(C)S(C)(=O)=O	6	0	2	-5	-2.7	-10	0.1	-1
COc1ccccc1-c1cn(CC[C@@H]2CC[C@H](NC(=O)C3CCCCC3)[C@H](CO)O2)nn1	-1	-3	4	0	-7.1	-3	0.1	4
Cc1nc(-[n+]2nc(-c3ccncc3)nn2-c2ccccc2)sc1C	8	7	/	/	0.3	43	0.0	/
CCc1ccc(NC(=O)CCCN2C(=O)C3CC=CCC3C2=O)cc1 (configuration not stated)	-13	2	-2	3	-0.9	-2	0.0	/
C[C@H](CO)N1C[C@H](C)[C@@H](CN(C)Cc2ccc(C(=O)O)cc2)Oc2ccc(NS(C)(=O)=O)cc2CC1=O	8	-2	-2	8	-2.8	-1	0.2	1
O=C(C[C@@H]1CC[C@H]2[C@@H](COC[C@@H](O)CN2C(=O)c2ccc(F)cc2)O1)Nc1nccs1	2	0	-5	3	1.6	-2	-0.1	0
Cc1ccccc1Nc1nc(N)nc(CSc2n[nH]c(N)n2)n1	19	/	/	13	1.8	-12	0.0	4
COc1ccc2c(c1)cc(C(=O)N[C@H](C(=O)N1CCC(C(=O)O)CC1)C(C)C)n2C	-1	-4	-12	0	-1.1	-19	0.0	-5
CCNC(=O)C[C@H]1C=C[C@H](NC(=O)C2CC2)[C@@H](CO)O1	5	-1	8	-19	7.9	8	-0.2	2
COc1ccc(/C=N/n2cnnc2)cc1Cn1nc(C)c([N+](=O)[O-])c1C	-10	10	/	-4	-0.1	-22	1.2	/
Cc1ccc(C(=O)NCC(=O)N2CCC3(CC2)NCCc2[nH]cnc23)cc1C	-9	0	7	7	3.0	-1	0.2	-1
Cc1ccccc1CN(C)C[C@H]1OCc2cn(nn2)CCCC(=O)N([C@H](C)CO)C[C@H]1C	-2	6	4	5	-0.6	7	-0.3	-2
Cc1nc2ccccc2c(=O)n1NC(=O)C1CCCCC1	9	/	-6	1	/	/	/	-3
CCC(=O)Nc1ccc2c(c1)C(=O)N(C)[C@H]1CC[C@@H](CC(=O)N[C@@H](C)c3ccccc3)O[C@H]1CO2	5	0	2	-17	-1.0	1	0.1	-8
Cc1noc(C)c1NC(=O)N(C)C[C@H]1OCc2cnnn2CCCC(=O)N([C@H](C)CO)C[C@@H]1C	3&-1	-1&2&0	-3&3&-2	-4&-3	-1.2&0.1&1.9	-5&2&2	-0.1&0.4	-5&-4&4

4 entries from above, in markdown:
| compound | GSIS activator | ERAP1 HTS inh | RAD54 inh | ARNT TACC3 PPI | CFTR F508del cor | RAD52 anneal inh | Xi reactivation | esBAF inh |
| --- | --- | --- | --- | --- | --- | --- | --- | --- |
| COc1ccc(/C=N/n2cnnc2)cc1Cn1nc(C)c([N+](=O)[O-])c1C | -10 | 10 | / | -4 | -0.1 | -22 | 1.2 | / |
| Cc1ccc(C(=O)NCC(=O)N2CCC3(CC2)NCCc2[nH]cnc23)cc1C | -9 | 0 | 7 | 7 | 3.0 | -1 | 0.2 | -1 |
| Cc1ccccc1CN(C)C[C@H]1OCc2cn(nn2)CCCC(=O)N([C@H](C)CO)C[C@H]1C | -2 | 6 | 4 | 5 | -0.6 | 7 | -0.3 | -2 |
| Cc1nc2ccccc2c(=O)n1NC(=O)C1CCCCC1 | 9 | / | -6 | 1 | / | / | / | -3 |

New compounds follow.
SMILES	GSIS activator	ERAP1 HTS inh	RAD54 inh	ARNT TACC3 PPI	CFTR F508del cor	RAD52 anneal inh	Xi reactivation	esBAF inh
C[C@@H]1CN([C@H](C)CO)C(=O)c2cc(NC(=O)C3CC3)ccc2O[C@H]1CN(C)Cc1ccc(C(=O)O)cc1	0	-1	-20	-4	1.4	-6	0.1	-1
CCCCNC(=O)c1cc2cc(OC)ccc2[nH]1	10	0	-5	/	-3.1	-19	-0.1	7
C[N+](C)(C)CCNC(=O)c1ccccc1	15	/	/	/	-1.1	-8	0.0	/
Cn1cnc(S(=O)(=O)N2CCN(c3cccc(Cl)c3)CC2)c1	0	-4	-4	-9	0.0	-5	0.0	-6
COCc1cc(C)nc(OCC(=O)N/N=C\c2cc(C)n(-c3cccc(C(F)(F)F)c3)c2C)c1C#N	-19	/	6	-5	/	/	/	-10
Cc1ccc(Nc2nc(C(=O)N3CCC(C(=O)NCc4ccccc4)CC3)cs2)cc1	-40	0	3	0	-1.7	-15	-0.1	11
O=C(N/N=C/c1ccc([N+](=O)[O-])o1)c1cn(-c2ccccc2)nc1-c1ccccc1	-7	-1	/	/	-0.6	-37	0.0	/
C[C@H]1CN([C@@H](C)CO)C(=O)c2cc(NC(=O)Nc3ccccc3)ccc2O[C@H]1CN(C)S(=O)(=O)c1cn(C)cn1	13	-2	8	13	-0.5	0	-0.1	-1
Cc1noc(C)c1S(=O)(=O)Nc1ccc2c(c1)C(=O)N([C@H](C)CO)C[C@H](C)[C@@H](CN(C)C(=O)c1ccccc1)OCCCC[C@@H](C)O2	16	4	-1	-11	-2.8	12	0.4	-8
O=C(C[C@@H]1C[C@H]2c3cc(NC(=O)NC4CCCCC4)ccc3O[C@H]2[C@@H](CO)O1)NCC1CC1	-3	-3	3	-10	1.8	4	0.0	-1
CC(C)CCNC(=O)C1CCN(C(=O)N(C)C)CC1	9	0	-14	-12	-1.8	-3	/	2
C/C(=N\OCc1nc2ccccc2c(=O)n1/N=C/c1cc([N+](=O)[O-])ccc1O)c1ccccc1	7	1	/	-2	0.4	-24	-0.1	-6
Cc1ccc(NC2=C(Cl)C(=O)OC2OC(=O)c2ccco2)cc1 (configuration not stated)	-3	6	5	3	-0.4	1	/	-1
O=C(O)C1CC(=O)N(Cc2ccc3c(c2)OCO3)C1 (configuration not stated)	/	5	0	-5	0.3	-11	/	7
Cn1nnnc1SCC(=O)C(C)(C)C	4	0	/	-2	0.8	-5	0.8	-6
COc1ccc(S(=O)(=O)N(C)C[C@H]2Oc3ccc(NS(=O)(=O)c4ccc(Cl)cc4)cc3C(=O)N([C@H](C)CO)C[C@@H]2C)cc1	-7	2	2	-3	0.8	15	-1.1	-2
C/C(=N\NS(=O)(=O)c1ccccc1)c1ccc2c(c1)OCCO2	/	0	-1	-10	/	2	0.3	/
C[C@H](CO)N1C[C@H](C)[C@@H](CN(C)Cc2ccccc2)Oc2ccc(NC(=O)CCCCCC(=O)Nc3ccccc3N)cc2CC1=O	5	-2	13	14	-0.9	10	1.3	5
CN(C)S(=O)(=O)c1ccc(NC(=O)CN2CCCCCC2)cc1	7	-2	-1	1	-0.2	-2	0.4	-3
O=C(Cc1ccccc1)NC(NC(=O)Cc1ccccc1)c1cccc([N+](=O)[O-])c1	17	-3	/	1	-3.1	-6	0.0	/
C[C@H](CO)N1C[C@H](C)[C@@H](CN(C)Cc2ccccc2C(F)(F)F)OCc2ccccc2-c2c(n(C)c3ccccc23)C1=O	3	/	/	/	-0.3	10	-0.8	/
CCCS(=O)(=O)N1CCCC(c2nc(-c3cccc(OC)c3)no2)C1 (configuration not stated)	1	/	-1	-1	/	/	/	20
C=CCCC[C@H]1OC(=O)[C@H](C)NC(=O)[C@H](C(C)C)NC(=O)[C@@H]2CCCN2C(=O)[C@H](Cc2ccccc2)OC(=O)[C@@H](C(C)C)N(C)C(=O)[C@H](C(C)C)NC(=O)C1(C)C	-8	0	/	/	3.2	-2	0.1	/
CN(C(=S)NC(=O)c1ccc(Br)o1)c1ccccc1	9	/	2	4	/	/	0.1	12
O=C(NC1CCCc2ccccc21)C(Cc1ccccc1)NS(=O)(=O)c1cccs1 (configuration not stated)	-7	1	-8	-15	/	-10	0.4	/
CCC1(c2ccc(F)cc2)NC(=O)N(CC(=O)Nc2cccc(S(=O)(=O)N3CCCCC3)c2)C1=O (configuration not stated)	-19	0	4	3	-0.6	-2	-0.1	-3
Cc1nc2nc[nH]n2c(=O)c1CCOC(=O)c1ccccc1F	1	-1	/	-3	/	-4	0.0	/
COc1ccccc1NC(=O)CC(=O)Nc1ccccc1OC	4	-2	-2	18	0.6	5	1.1	1
CCN(CC(=O)NCc1ccc(Cl)cc1)C(=O)CSc1ccccc1F	-4	-2	-2	-7	-2.6	-9	-0.1	/
C[C@@H]1CCCCO[C@H](CN(C)S(=O)(=O)c2cn(C)cn2)[C@@H](C)CN([C@@H](C)CO)C(=O)c2cc(N(C)C)ccc2O1	-5	2	-5	4	-0.5	-26	0.1	-1
COc1ccc(NC(=O)C(C)N2c3cccc4cccc(c34)S2(=O)=O)c(OC)c1 (configuration not stated)	-1	-4	-2	5	-1.3	5	0.0	-5
CCOC(=O)N1CCN(C(=O)C[C@@H]2C[C@@]3(C(=O)OCC)CCCC=C3N(CCc3ccc(OC)c(OC)c3)C2=O)CC1	-9	-3	/	/	0.8	-1	0.4	/
CC(=O)Nc1ccc(OC(F)(F)C(F)F)c(NC(C)=O)c1	11	-3	-3	-3	/	-5	/	-2
CCOc1ccccc1CNc1nnnn1C	-2	-2	-1	-2	0.0	2	0.0	6
CC(C)c1ccc(S(=O)(=O)Nc2ccc(-n3cnnn3)cc2)cc1	-25	3	-8	-1	-0.1	1	0.5	-3
Cc1ccc(Nc2nc(NCc3ccccc3)nc3ccsc23)c(C)c1	-14	7	12	/	-4.9	-8	0.1	6
O=C(c1ccco1)N1N=C(c2cccs2)CC1c1ccccc1O (configuration not stated)	9	1	-3	3	-2.6	-28	-0.1	/
COc1ccc(NC(=O)N(C)C[C@@H]2Oc3c(cccc3N(C)C)C(=O)N([C@H](C)CO)C[C@@H]2C)cc1	16	-4	-4	2	0.7	-4	-0.9	7
O=C(O)c1cc(-c2ccccc2)n(-c2ccc(F)cc2)n1	/	2	0	-10	0.4	-23	0.0	-8
Cc1ccc(O)c(CNc2nc3ccccc3[nH]2)c1	-16	-23	5	-1	-0.6	-1	0.5	27
Cc1ccc(S(=O)(=O)N[C@@H]2C=C[C@@H](CC(=O)NCCCN(C)C)O[C@H]2CO)cc1	-1	-1	3	-5	4.3	-9	0.5	0
O=C(C1CCCCC1)N1CC(=O)N2[C@H](CO)[C@@H](c3ccc(-c4ccccc4F)cc3)[C@H]2C1	-1	0	/	/	1.2	-20	0.0	/
CCN1CCN(Cc2ccc(NC(=O)c3cc(NC(=O)c4ccc5n[nH]nc5c4)cc(OC)c3)cc2C(F)(F)F)CC1	17	-5	3	-1	3.3	-6	-0.1	-2

High-throughput results from PubChem.
